CIT2-GFP yeast: alters CIT2-GFP fluorescence in TOR pathway yeast screen. S. cerevisiae CIT2-GFP strain, flow cytometry, 3 h; 100 means same as DMSO wells. GFP response vs DMSO, % at 10 µM. 320,000 compounds, 0.065% hits;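 active means GFP response relative to DMSO above a set limit, near the screen mean plus 3 SD, cut at about 150% in these data; inconclusive means Fewer than 70 cells measured for a yeast strain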;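 further: ratio of well median GFP fluorescence to mean of DMSO wells on the plate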
AGP1-GFP MLPCN: yeast TOR pathway AGP1-GFP modulation | S. cerevisiae AGP1-GFP multiplex flow cytometry, 3 h; GFP as percent of DMSO wells | GFP response vs DMSO, % at 10 µM | 320,000 compounds, 0.02% hits;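 active means GFP response relative to DMSO above a set limit, near screen average plus 3 SD, cut at about 150% in these data; inconclusive means fewer than 70 cells counted for the yeast strain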;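 further: median GFP channel fluorescence of the gated AGP1 strain per well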
GLD-1 TGE inh: GLD-1-TGE RNA interaction inhibition (C. elegans). Q17339. AID 2280. purified GLD-1 + fluorescein TGE RNA, fluorescence polarization. 320,000 compounds, 0.44% hits. inhibition, % at 5.96 µM;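 active means percent inhibition above a per-plate cutoff, the plate mean of test compounds plus 3 SD, cut at about 30% in these data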;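 further: 0% = DMSO wells with GLD-1 and probe and 100% = wells lacking GLD-1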
Target sequence (Q17339 whole entry, looked up): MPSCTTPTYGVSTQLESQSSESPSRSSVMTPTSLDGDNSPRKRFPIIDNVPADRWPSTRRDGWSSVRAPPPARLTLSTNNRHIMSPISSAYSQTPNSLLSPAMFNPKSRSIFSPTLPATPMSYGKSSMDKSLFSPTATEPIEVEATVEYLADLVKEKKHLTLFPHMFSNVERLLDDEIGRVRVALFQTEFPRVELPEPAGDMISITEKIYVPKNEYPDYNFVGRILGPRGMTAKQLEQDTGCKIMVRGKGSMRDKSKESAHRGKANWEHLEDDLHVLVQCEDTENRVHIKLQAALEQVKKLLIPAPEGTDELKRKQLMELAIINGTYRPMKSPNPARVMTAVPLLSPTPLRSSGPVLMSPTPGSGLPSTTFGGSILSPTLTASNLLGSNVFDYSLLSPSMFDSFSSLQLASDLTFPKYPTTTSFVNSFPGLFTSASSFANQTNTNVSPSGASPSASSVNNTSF
Bcl-xL primary: inhibitors of human Bcl-xL. Q07817. GST-Bcl-xL / FITC-Bim BH3 peptide fluorescence polarization. inhibition, % at 10.9 µM. 320,000 compounds, 0.7% hits;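 active means inhibition above the mean of all tested compounds plus 3 SD, cutoff set per campaign, cut at about 30% in these data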;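 further: 0% = DMSO wells and 100% = unlabeled Bim-BH3 peptide competitor; inhibitors lower millipolarization by displacing the labeled peptide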
CR mimetic SO: lowers age-related superoxide in aged yeast cells | 330,000 compounds, 0.18% hits | superoxide response (% of plate mean), % at 10 µM | S. cerevisiae aged cells, superoxide DHE fluorescence; hits give low values;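 active means superoxide response under a set limit, about three screen SD below normal, cut at about 65% in these data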;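 further: yeast aged for seven days with compound at 30 °C before DHE staining; 100% = average MFI of all compound-treated wells on the plate with controls excluded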
VLA-4 inh: inhibition in a human VLA-4 binding assay. P13612. VLA-4 expressing cells, ligand binding flow cytometry. inhibition, % (about 7 µM as worked out from the volumes in the protocol). 330,000 compounds, 0.2% hits. AID 2557; in the data active means inhibition above about 50%
MCL1 BIM primary: MCL1-BIM-BH3 interaction inhibition (human). AID 2057. 320,000 compounds, 0.68% hits. GST-MCL1 / FITC-Bim-BH3 fluorescence polarization. inhibition, % at 10.9 µM;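 active means inhibition above the mean inhibition of all tested compounds plus 3 SD, set per campaign, cut at about 40% in these data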;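 further: 0% = DMSO wells and 100% = unlabeled Bim-BH3 peptide control; higher means more loss of mP so more displacement of Bim peptide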
MEX-5 binding: C. elegans MEX-5 TCR-2 RNA binding activity. Q9XUB2. MEX-5/FITC-TCR2 RNA binding, fluorescence polarization; hits give low values. activity score (negative = inhibition of binding), % at 10 µM. 300,000 compounds, 0.38% hits. AID 1832;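 active means inhibition past about -25% in most replicates, and total fluorescence under double the plate's negative control median, limit read from the data; inconclusive means replicates evenly split on the limit, or fluorescence at least double controls; inactive means too little inhibition in most replicates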;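 further: 0% = DMSO and -100% = 5 µM competing unlabeled TCR2 RNA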
Target sequence (Q9XUB2 whole entry, looked up): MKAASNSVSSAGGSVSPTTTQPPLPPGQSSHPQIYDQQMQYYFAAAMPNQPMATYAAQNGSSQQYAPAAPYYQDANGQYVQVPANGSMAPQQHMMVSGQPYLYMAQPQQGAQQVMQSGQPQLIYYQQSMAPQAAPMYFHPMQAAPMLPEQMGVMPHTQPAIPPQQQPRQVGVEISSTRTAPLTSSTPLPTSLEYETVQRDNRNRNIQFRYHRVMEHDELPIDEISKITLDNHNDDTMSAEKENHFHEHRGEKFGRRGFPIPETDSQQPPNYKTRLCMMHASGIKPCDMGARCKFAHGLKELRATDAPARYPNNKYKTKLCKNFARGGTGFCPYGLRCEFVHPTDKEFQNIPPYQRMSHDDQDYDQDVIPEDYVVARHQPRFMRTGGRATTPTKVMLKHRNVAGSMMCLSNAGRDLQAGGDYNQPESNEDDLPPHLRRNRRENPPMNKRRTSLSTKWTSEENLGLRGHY
GRK2 aptamer HTS: inhibitors of human GRK2 displacing RNA aptamer; 330,000 compounds, 0.59% hits; AID 488847; bead flow cytometry, FAM-aptamer displacement from GRK2; P25098; inhibition of aptamer binding, % at 10 µM;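 active means inhibition of aptamer binding above 40%, roughly 3 SD of noise, on plates passing a quality check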;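 further: median bead fluorescence of bound FAM aptamer so fluorescent compounds give negative values; no value below 0 was filed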
Starred values were filed as active, the others as inactive; ? = inconclusive; . = not tested or not shown; [ ] = another dose, or the depositor's remark.

SMILES	CIT2-GFP yeast	AGP1-GFP MLPCN	GLD-1 TGE inh	Bcl-xL primary	CR mimetic SO	VLA-4 inh	MCL1 BIM primary	MEX-5 binding	GRK2 aptamer HTS
CCOC(=O)C1(C(F)(F)F)N=C(N(C)C)OC(N(C)C)=N1	104	98	0	4	100	-1	5	0.7	2
COc1cc(C(=O)OCC(=O)NC2CCCC2)cc(NC(=O)c2ccco2)c1OC	80	95	1	1	94	-4	10	-1.1	0
CCc1ccccc1NC(=O)CN(C)C(=O)CSc1nnc(Nc2cccc(C)c2C)s1	103	109	1	1	104	1	-28	-0.5	0
CCOC(=O)c1[nH]c2cc3c(cc2c1CCCN1C(=O)c2ccccc2C1=O)OCCO3	99	102	-12	1	108	-6	-2	0.4	0
Cc1cccc(NC(=O)CSCC(=O)N2CCN(c3cccc(C(F)(F)F)c3)CC2)c1	80	85	9	3	84	-1	-2	.	2
CCN(C(=O)c1ccc2c(Cl)c3c(nc2c1)CCC3)c1ccc(C)c(C)c1	93	103	7	6	99	-13	-2	0.8	0
O=C(CC1SC2=NCCN2C1=O)Nc1ccc(Cl)cc1 (centres undefined)	110	111	6	3	93	6	2	1.6	0
COc1ccc(CC(=O)OCC(=O)Nc2ccc(C(=O)Nc3ccc(OC)cc3)cc2)cc1	91	100	-6	-8	99	0	-8	0.2	0
COc1ccccc1CC1CC(=O)N(c2cccc(Cl)c2C)C1=O (centres undefined)	114	109	-8	5	99	-4	4	-0.1	0
CCCSc1nc2c(cnn2-c2ccc(C)cc2)c(=O)[nH]1	91	98	7	4	99	6	1	-0.6	0
Cc1ccc(S(=O)(=O)Nc2nc3ccccc3nc2NCC2CCCO2)c(C)c1 (centres undefined)	96	103	0	4	98	5	1	-1.0	0
CCN1CCN(CCn2c(=S)[nH]c3ccccc3c2=O)CC1	103	104	-4	4	92	9	0	1.3	0
Cc1cccc(NS(=O)(=O)Cc2ccccc2)n1	93	97	-2	4	95	23	0	0.7	0
O=C(CN1N=C(c2ccccc2)CCC1=O)NCCCN1CCc2ccccc2C1	108	108	5	1	108	7	4	0.1	2
COc1ccc(CNS(=O)(=O)c2cc(-c3cc(C)no3)ccc2OC)cc1OC	98	105	0	2	102	10	7	3.3	0

Quoted from the listing.
MEX-5 binding result of `CCN1CCN(CCn2c(=S)[nH]c3ccccc3c2=O)CC1` stands at 1.3
MEX-5 binding result of `O=C(CC1SC2=NCCN2C1=O)Nc1ccc(Cl)cc1` (centres undefined) stands at 1.6
GRK2 aptamer HTS result of `CCN(C(=O)c1ccc2c(Cl)c3c(nc2c1)CCC3)c1ccc(C)c(C)c1` stands at 0
AGP1-GFP MLPCN result of `COc1ccc(CNS(=O)(=O)c2cc(-c3cc(C)no3)ccc2OC)cc1OC` stands at 105
GRK2 aptamer HTS result of `CCCSc1nc2c(cnn2-c2ccc(C)cc2)c(=O)[nH]1` stands at 0
CIT2-GFP yeast result of `Cc1cccc(NS(=O)(=O)Cc2ccccc2)n1` stands at 93

More entries
SMILES	CIT2-GFP yeast	AGP1-GFP MLPCN	GLD-1 TGE inh	Bcl-xL primary	CR mimetic SO	VLA-4 inh	MCL1 BIM primary	MEX-5 binding	GRK2 aptamer HTS
Cc1cccc(NC(=O)C2COc3ccccc3O2)c1 (centres undefined)	96	92	0	4	106	5	8	0.5	1
CC(=O)N1CCN(c2ccc(NC(=O)c3ccco3)cc2Cl)CC1	95	98	8	0	99	5	-6	2.9	4
C#Cc1ccc([C@H]2C=C(C(=O)N3CCN(Cc4ccccc4)CC3)O[C@@H](OCC)[C@@H]2CCCO)cc1	.	.	10	6	.	.	4	1.2	.
CCOC(=O)N1CCN(c2nc(-c3ccccc3)c3ccccc3n2)CC1	106	108	0	-9	97	-1	-12	1.5	1
O=C(O)Cn1cc(/C=C2/NC(=O)N(c3ccc(Cl)cc3)C2=O)c2ccccc21	99	99	-2	2	97	6	2	0.4	2
CCC(C)NS(=O)(=O)c1ccc(OCC(=O)NCc2ccc(OC)cc2)cc1 (centres undefined)	95	98	0	5	98	2	1	-2.2	0
O=C(CCC(=O)Nc1cccnc1)Nc1cccnc1	101	99	4	7	91	10	11	-2.7	1
COc1cccc(N2CCN(CC(=O)Nc3nc(C)c(C(=O)N(C)C)s3)CC2)c1	102	103	-4	8	103	16	9	-0.1	5
CCc1cccc(NC(=O)CN(c2ccc(OC)cc2)S(=O)(=O)c2c(C)n[nH]c2C)c1	99	107	8	4	109	17	2	0.8	2
COc1ccc(OC)c2c1cc(C(=O)N[C@@H](Cc1ccccc1)C(=O)O)n2C	104	104	.	.	103	5	.	-3.1	3
O=C(N/N=C/c1cc(Br)c(O)c(Br)c1O)c1cccnc1	103	103	-1	5	133	6	17	35	7
CCOC(=O)c1ccc(NC(=O)c2ccc(NC(=O)C3CCCO3)cc2)cc1 (centres undefined)	102	101	5	0	96	7	-8	0.7	0
CC(C)[C@@H](C(=O)NC1CCN(Cc2ccccc2)CC1)N1C(=O)N2CCc3c([nH]c4ccccc34)[C@@]2(C)C1=O	95	102	-6	5	102	4	2	3.2	0
CCOc1ccc(NC(=O)CCNC(=O)Cn2cnc3ccccc3c2=O)cc1	102	97	2	-1	106	46	-5	0.6	1
CC(C)OC(=O)c1ccc(N2C(=O)C3CC=CCC3C2=O)cc1 (centres undefined)	96	101	-3	6	100	15	5	-3.3	1

Single records, from the list above.
CCOc1ccc(NC(=O)CCNC(=O)Cn2cnc3ccccc3c2=O)cc1 across the screens: CIT2-GFP yeast = 102; AGP1-GFP MLPCN = 97; GLD-1 TGE inh = 2; Bcl-xL primary = -1; CR mimetic SO = 106; VLA-4 inh = 46; MCL1 BIM primary = -5; MEX-5 binding = 0.6; GRK2 aptamer HTS = 1
O=C(O)Cn1cc(/C=C2/NC(=O)N(c3ccc(Cl)cc3)C2=O)c2ccccc21 across the screens: CIT2-GFP yeast = 99; AGP1-GFP MLPCN = 99; GLD-1 TGE inh = -2; Bcl-xL primary = 2; CR mimetic SO = 97; VLA-4 inh = 6; MCL1 BIM primary = 2; MEX-5 binding = 0.4; GRK2 aptamer HTS = 2

(continued)
SMILES	CIT2-GFP yeast	AGP1-GFP MLPCN	GLD-1 TGE inh	Bcl-xL primary	CR mimetic SO	VLA-4 inh	MCL1 BIM primary	MEX-5 binding	GRK2 aptamer HTS
CC1CC2(NC(=O)NC2=O)C(C)CN1C (centres undefined)	87	88	4	6	100	-2	5	-0.5	0
COc1ccc2c(ccn2S(=O)(=O)c2ccccc2)c1	96	94	5	4	98	-6	4	1.1	0
O=[N+]([O-])c1ccc(N=Cc2c(O)ccc3ccccc23)cc1	99	101	1	8	97	-1	10	0.0	3
Nc1sc(-c2ccccc2)c(Cc2ccccc2)c1C(=O)O	93	89	7	-1	106	12	8	-1.8	3
O=C1N=C(N2CCc3ccccc3C2)S/C1=C\c1ccc(O)cc1	89	103	-24	3	109	-2	-1	0.4	2
N#CCCN(C(=O)COc1ccc(Cl)cc1Cl)c1ccccc1	97	100	-1	-1	121	15	-9	0.6	8
Clc1ccc(CCNc2ncnc3nc[nH]c23)cc1	95	100	4	1	99	8	-7	.	2
Cc1cc(C)c(NC(=O)CNC(=O)c2cc([N+](=O)[O-])ccc2N2CCOCC2)c(C)c1	93	108	5	-6	106	-4	-7	0.7	1
CCn1nc(C(=O)NNC(=O)c2ccccc2)c2ccccc2c1=O	109	113	4	1	101	7	5	.	0
O=C(c1cc(Br)c(Br)s1)N1CCc2ccccc2C1	96	95	7	.	78	2	.	.	8
CC1=CC(C)(C)N2C(=O)C3(C(C#N)=C(N)OC4=C3C(=O)CC(C)(C)C4)c3c(C)c(C)cc1c32 (centres undefined)	102	105	5	-1	79	8	-1	0.7	3
C/C(=N\NC(=O)c1ccncc1)C12CC3CC(CC(C3)C1)C2	96	93	2	-3	117	-7	-4	-3.7	1
Cc1c(NC(=O)CSc2nc3ccccc3n2C)c(=O)n(-c2ccccc2)n1C	109	108	2	-9	101	7	-6	2.1	3
CC(=O)Nc1cccc(NC(=O)Cc2nc(-c3ccccc3)sc2-c2ccc(C)cc2)c1	97	98	2	2	103	-15	1	0.2	0
CN1CCN(c2ccccc2NC(=O)COc2ccc(Cl)cc2)CC1	93	92	0	3	106	-13	0	0.3	0

Grouped by structure, the entries above with bromine (two)
SMILES	CIT2-GFP yeast	AGP1-GFP MLPCN	GLD-1 TGE inh	Bcl-xL primary	CR mimetic SO	VLA-4 inh	MCL1 BIM primary	MEX-5 binding	GRK2 aptamer HTS
O=C(N/N=C/c1cc(Br)c(O)c(Br)c1O)c1cccnc1	103	103	-1	5	133	6	17	35	7
O=C(c1cc(Br)c(Br)s1)N1CCc2ccccc2C1	96	95	7	.	78	2	.	.	8

The list goes on:
SMILES	CIT2-GFP yeast	AGP1-GFP MLPCN	GLD-1 TGE inh	Bcl-xL primary	CR mimetic SO	VLA-4 inh	MCL1 BIM primary	MEX-5 binding	GRK2 aptamer HTS
CCCCCCSc1ccc([C@@H]2[C@H]3C(=O)N(C)C(=O)[C@H]3[C@]3(C(=O)OC)CCCCN23)cc1OC	117	99	4	6	98	0	-4	.	1
CCN1CCN(Cc2c(O)c(Cl)cc3c(C)cc(=O)oc23)CC1	?	29[may fluoresce violet]	15	18	86	3	25	-6.7	8
O=C(CSc1ccccc1)N/N=C/c1ccccc1O	93	101	1	2	85	-4	12	2.5	0
COc1ccc(CNS(=O)(=O)c2ccc3c(c2)NC(=O)CS3)cc1	87	91	3	5	107	25	4	0.3	0
COc1ccc(Nc2ncnc3c2cnn3-c2ccccc2)cc1OC	92	102	6	4	105	-12	0	-1.6	1
COc1ccc2[nH]c3c(c2c1)CCN1C(=O)N([C@@H](C)C(=O)NCc2ccc(C)cc2)C(=O)[C@]31C	102	108	3	0	110	-3	-7	1.3	0
CC(=O)c1sc(NC(=O)CCOc2ccccc2)nc1C	107	101	-1	2	97	5	1	1.9	0
O=c1ccnc(Nc2ccc3c(c2)OCCO3)[nH]1	96	101	-1	-1	103	2	-5	0.7	0
Cc1cc2ncn(C3CC(=O)N(Cc4ccccc4)C3=O)c2cc1C (centres undefined)	105	107	4	6	101	3	12	-1.8	0
O=C(Nc1ccc(N2CCOCC2)c(Cl)c1)c1cccc(F)c1	109	103	-3	0	93	4	3	.	0
CC(=O)Cc1nsc(NC(=O)c2ccc(Br)o2)n1	64	73	-5	-4	93	7	-8	1.0	2
CN(C(=O)COc1nnc(-c2cccs2)c(-c2cccs2)n1)c1ccccc1	95	98	-1	1	137	15	-7	2.4	13
COc1ccc(Cc2nnc(NC(=O)CSc3ccc(C)cc3)s2)cc1	95	95	-1	0	99	19	5	-1.3	7
CC(=O)C1=C(O)C(=O)N(c2cccnc2)C1c1cccc([N+](=O)[O-])c1 (centres undefined)	109	110	6	1	101	13	1	2.2	0
CCC(=O)Nc1cc(NC(=O)CSc2ncc(-c3ccc(F)cc3)n2Cc2ccco2)ccc1C	88	94	-12	-8	102	-12	-4	1.5	4
CN(C(=O)CSc1nc2cc(C(=O)O)ccc2c(=O)n1Cc1ccccc1)C1CCS(=O)(=O)C1 (centres undefined)	101	101	-3	2	91	0	-4	-5.0	2
COc1ccccc1NC(=O)N1CCCC(CNC(=O)c2ccccc2Cl)C1 (centres undefined)	95	89	6	2	92	11	4	-3.3	6
